Screening data from PubChem BioAssay.
Mtb BioA inh: M. tuberculosis BioA enzyme inhibitors, primary screen, biochemical, plate reader, single point, HTS. purified M. tuberculosis BioA enzyme. AID 602481, 2012. inhibition, % at 9.99 µM. 7,8-diaminopelargonic acid synthase BioA (Mycobacterium tuberculosis). 360,000 compounds, 0.096% hits; in the data active means inhibition above about 40%
An asterisk follows results filed as active. Only part of the results is shown; count on the stated rates, not on these rows.

entry | mol | Mtb BioA inh
1 | C[C@H](CO)N1C[C@H](C)[C@H](CN(C)C)Oc2ncc(Br)cc2C1=O | -1.2
2 | C[C@@H]1CN([C@@H](C)CO)C(=O)Cc2cc(NC(=O)C3CC3)ccc2O[C@H]1CN(C)S(=O)(=O)c1ccc(Cl)cc1 | -1.3
3 | CCC(=O)N(C)C[C@@H]1Oc2cc(C#C[C@H](C)O)ccc2S(=O)(=O)N([C@@H](C)CO)C[C@H]1C | 3.1
4 | O=C(Nc1cccc(F)c1)N[C@@H]1CC[C@@H](CCn2cc(Cc3ccccc3)nn2)O[C@H]1CO | 2.3
5 | CC(C)NC(=O)Nc1cccc2c1O[C@H](CN(C)C(=O)Nc1ccc(F)cc1)[C@H](C)CN([C@H](C)CO)C2=O | -0.5
6 | O=C(O)C[C@@H]1C[C@H]2c3cc(NC(=O)Cc4ccncc4)ccc3O[C@H]2[C@H](CO)O1 | -3.7
7 | Cc1noc(C)c1S(=O)(=O)Nc1ccc2c(c1)CC(=O)N([C@@H](C)CO)C[C@H](C)[C@H](CN(C)Cc1ccc3c(c1)OCO3)O2 | -2.3
8 | COCC(=O)Nc1ccc2c(c1)[C@@H]1C[C@H](CC(=O)NCc3ccccc3OC)O[C@H](CO)[C@@H]1O2 | -1.8
9 | CO[C@@H]1CN(C)C(=O)c2cc(NS(=O)(=O)c3ccccc3)ccc2OC[C@@H](C)N(C)C[C@H]1C | -1.5
10 | COCC(=O)Nc1ccc2c(c1)OC[C@@H](C)N(C(=O)CC1CC1)C[C@@H](C)[C@@H](OC)CN(C)C2=O | -2.0
11 | C[C@@H]1CN([C@@H](C)CO)C(=O)Cc2cc(NC(=O)C3CCCCC3)ccc2O[C@H]1CN(C)Cc1ccccc1 | 1.2
12 | COc1ccc(S(=O)(=O)N(C)C[C@H]2OCCCC[C@@H](C)Oc3ccc(NC(=O)Nc4ccc(C(F)(F)F)cc4)cc3C(=O)N([C@H](C)CO)C[C@H]2C)cc1 | -1.7
13 | C/C=C/c1ccc2c(c1)O[C@H](CN(C)C(=O)Cc1ccccc1)[C@H](C)CN([C@@H](C)CO)S2(=O)=O | 0.7
14 | CC(C)NC(=O)NCC[C@H]1CC[C@@H](NS(=O)(=O)c2ccc(Oc3ccccc3)cc2)[C@H](CO)O1 | -0.5
15 | CC=Cc1ccc2n(c1=O)C[C@@H]1[C@@H](CO)[C@H](C(=O)NCC)[C@H]2N1C(=O)Nc1cc(F)ccc1F (mixture of isomers) | -2.1
16 | C=CCN1C(=O)[C@@]2(O[C@@H](CCn3cc(CCO)nn3)[C@H]([Si](C)(C)c3ccc(OC)cc3)[C@H]2C)c2cc(N3CCOC3=O)ccc21 | 0.0
17 | COc1ccc(CN(C)C[C@@H]2OCCCC[C@@H](C)Oc3ccc(NC(=O)C4CCCCC4)cc3C(=O)N([C@@H](C)CO)C[C@@H]2C)cc1 | -0.8
18 | O=C(C[C@@H]1CC[C@H]2[C@@H](COC[C@H](O)CN2S(=O)(=O)c2ccc(F)cc2)O1)N[C@H]1CCN(Cc2ccccc2)C1 | -0.5
19 | COc1ccc(NC(=O)Nc2ccc3c(c2)C(=O)N([C@H](C)CO)C[C@@H](C)[C@H](CN(C)S(=O)(=O)c2cccs2)O3)cc1 | 0.6
20 | COC(=O)C[C@@H]1CC[C@@H]2[C@@H](COc3ccc(NS(=O)(=O)c4ccccc4Cl)cc3C(=O)N2C)O1 | -0.2
21 | O=C(Nc1cccc(Cl)c1)N1C[C@@H]2[C@H](c3ccccc31)[C@H](CO)N2C(=O)C1CC1 | -2.4
22 | COc1ccc(C#Cc2cnc3c(c2)C(=O)N([C@H](C)CO)C[C@@H](C)[C@H](CN(C)CC2CCCC2)O3)cc1 | 2.9
23 | CO[C@@H]1CN(C)C(=O)c2ccc(NC(C)=O)cc2OC[C@H](C)N(C(=O)c2ccccc2F)C[C@@H]1C | -1.2
24 | C[C@@H]1CN([C@@H](C)CO)S(=O)(=O)c2ccc(-c3cccnc3)cc2O[C@@H]1CN(C)C(=O)C1CCCCC1 | 2.0
25 | C[C@H]1CN([C@@H](C)CO)C(=O)c2cc(NC(=O)Cc3ccccc3)ccc2O[C@@H]1CN(C)S(=O)(=O)c1cccs1 | 0.1

Arranged by molecular weight (smallest number first): part of the list above.
entry | mol | Mtb BioA inh
5 | CC(C)NC(=O)Nc1cccc2c1O[C@H](CN(C)C(=O)Nc1ccc(F)cc1)[C@H](C)CN([C@H](C)CO)C2=O | -0.5
2 | C[C@@H]1CN([C@@H](C)CO)C(=O)Cc2cc(NC(=O)C3CC3)ccc2O[C@H]1CN(C)S(=O)(=O)c1ccc(Cl)cc1 | -1.3
12 | COc1ccc(S(=O)(=O)N(C)C[C@H]2OCCCC[C@@H](C)Oc3ccc(NC(=O)Nc4ccc(C(F)(F)F)cc4)cc3C(=O)N([C@H](C)CO)C[C@H]2C)cc1 | -1.7

Back to the main list, repeating the 6 entries before the break.
entry | mol | Mtb BioA inh
20 | COC(=O)C[C@@H]1CC[C@@H]2[C@@H](COc3ccc(NS(=O)(=O)c4ccccc4Cl)cc3C(=O)N2C)O1 | -0.2
21 | O=C(Nc1cccc(Cl)c1)N1C[C@@H]2[C@H](c3ccccc31)[C@H](CO)N2C(=O)C1CC1 | -2.4
22 | COc1ccc(C#Cc2cnc3c(c2)C(=O)N([C@H](C)CO)C[C@@H](C)[C@H](CN(C)CC2CCCC2)O3)cc1 | 2.9
23 | CO[C@@H]1CN(C)C(=O)c2ccc(NC(C)=O)cc2OC[C@H](C)N(C(=O)c2ccccc2F)C[C@@H]1C | -1.2
24 | C[C@@H]1CN([C@@H](C)CO)S(=O)(=O)c2ccc(-c3cccnc3)cc2O[C@@H]1CN(C)C(=O)C1CCCCC1 | 2.0
25 | C[C@H]1CN([C@@H](C)CO)C(=O)c2cc(NC(=O)Cc3ccccc3)ccc2O[C@@H]1CN(C)S(=O)(=O)c1cccs1 | 0.1
26 | COCC#Cc1ccc2c(c1)O[C@H](CN(C)C(=O)c1ccccc1F)[C@H](C)CN([C@H](C)CO)S2(=O)=O | 0.1
27 | C[C@@H]1CCCCO[C@@H](CN(C)C(=O)NC2CCCCC2)[C@H](C)CN([C@@H](C)CO)C(=O)c2cc(NC(=O)CCCCCC(=O)Nc3ccccc3N)ccc2O1 | 2.1
28 | CC(C)C(=O)Nc1ccc2c(c1)C(=O)N(C)[C@@H]1CC[C@H](CC(=O)O)O[C@H]1CO2 | -0.1
29 | CC(C)C(=O)Nc1ccc2c(c1)C(=O)N(C)[C@H]1CC[C@H](CC(=O)NCCCN(C)C)O[C@H]1CO2 | -2.4
30 | COCC(=O)N1C[C@H]2[C@@H](c3ccccc31)[C@H](CO)N2Cc1ccccc1Cl | -3.2
31 | CC(=O)N(C)C[C@H]1Oc2cc(C#CCC(C)C)ccc2S(=O)(=O)N([C@@H](C)CO)C[C@@H]1C | -0.3
32 | C[C@H](CO)N1C[C@H](C)[C@H](CN(C)C(=O)NC2CCCCC2)Oc2ccc(NC(=O)Nc3cccc4ccccc34)cc2CC1=O | -1.4
33 | COc1ccc(S(=O)(=O)N(C)C[C@@H]2Oc3ccc(NC(=O)CCN4CCOCC4)cc3CC(=O)N([C@@H](C)CO)C[C@@H]2C)cc1 | -2.4
34 | C/C=C/c1ccc([C@H]2[C@@H](CO)N(C(=O)Cc3ccncc3)[C@@H]2CNC(C)=O)cc1 | -1.4
35 | C[C@@H]1CN([C@H](C)CO)C(=O)Cc2cc(NS(=O)(=O)c3ccccc3)ccc2O[C@H]1CN(C)C(=O)Nc1ccccc1 | -1.4
36 | CNC[C@H]1OCCCC[C@H](C)Oc2ccc(NS(C)(=O)=O)cc2C(=O)N([C@@H](C)CO)C[C@@H]1C | -2.8
37 | C[C@@H]1CN([C@H](C)CO)C(=O)c2cc(NS(=O)(=O)c3ccc(Cl)cc3)ccc2O[C@H]1CN(C)Cc1ccc(C(F)(F)F)cc1 | 0.4
38 | C[C@H](CO)N1C[C@H](C)[C@@H](CN(C)Cc2ccncc2)Oc2ccc(NC(=O)Nc3ccc4c(c3)OCO4)cc2C1=O | -1.3
39 | CC(C)NC(=O)Nc1ccc2c(c1)CC(=O)N([C@@H](C)CO)C[C@@H](C)[C@@H](CN(C)Cc1ccc(-c3ccccc3)cc1)O2 | 1.7
40 | C[C@@H]1CCCCO[C@@H](CN(C)CC2CCCCC2)[C@H](C)CN([C@@H](C)CO)C(=O)c2cc(NC(=O)CCC(F)(F)F)ccc2O1 | 0.8
41 | CNC(=O)C[C@H]1CC[C@H]2[C@H](COc3ccc(NC(=O)c4cc(C)on4)cc3C(=O)N2C)O1 | 1.0
42 | COCC(=O)N1C[C@@H](C)[C@@H](OC)CN(C)C(=O)c2cc(NC(=O)c3ccccc3)ccc2OC[C@H]1C | -5.3
43 | O=C(C[C@@H]1CC[C@@H]2[C@H](COC[C@H](O)CN2C(=O)Nc2ccc(F)cc2)O1)NCC1CC1 | -2.1
44 | C[C@H](CO)N1C[C@H](C)[C@@H](CN(C)C(=O)C2CCC2)Oc2ncc(-c3cccc(C#N)c3)cc2C1=O | -2.4
45 | COc1ccc(S(=O)(=O)Nc2ccc3c(c2)CC(=O)N([C@@H](C)CO)C[C@H](C)[C@H](CN(C)S(=O)(=O)c2c(C)noc2C)O3)cc1 | -4.0
46 | C[C@@H]1CN([C@H](C)CO)C(=O)c2cccc(NS(=O)(=O)c3cccs3)c2O[C@@H]1CN(C)C | -4.1
47 | O=C(O)[C@H]1[C@H](CO)[C@H]2Cn3c(ccc(-c4ccncc4)c3=O)[C@@H]1N2C(=O)C1CCC1 | -2.6
48 | CCS(=O)(=O)Nc1ccc2c(c1)C(=O)N(C)[C@@H]1CC[C@H](CC(=O)N[C@H]3CCN(Cc4ccccc4)C3)O[C@@H]1CO2 | -1.1
49 | CCCNC(=O)N1C[C@H](C)[C@@H](OC)CN(C)C(=O)c2ccc(NS(C)(=O)=O)cc2OC[C@H]1C | -2.0
50 | CN(C)C(=O)c1ccc(-c2ccc3c(c2)[C@@H]2[C@@H](CCN2C(=O)c2cnccn2)[C@H](CO)N3)cc1 | 0.0
51 | C[C@@H]1CN([C@H](C)CO)S(=O)(=O)c2ccc(C#CC3CC3)cc2O[C@H]1CN(C)CC1CCOCC1 | 1.4
52 | Cc1noc(C)c1S(=O)(=O)N(C)C[C@H]1Oc2ccc(NC(=O)Cc3cn(C)c4ccccc34)cc2CC(=O)N([C@H](C)CO)C[C@@H]1C | -3.9
53 | C[C@@H]1CCCCO[C@H](CN(C)CC2CCCCC2)[C@@H](C)CN([C@H](C)CO)C(=O)c2cc(NS(=O)(=O)c3cn(C)cn3)ccc2O1 | 0.9
54 | C[C@@H]1CN([C@@H](C)CO)S(=O)(=O)c2ccc(C#C[C@@H](C)O)cc2O[C@H]1CN(C)C(=O)c1ccncc1 | 11
55 | CCCN1C[C@H](C)[C@@H](OC)CN(C)C(=O)c2cc(NC(=O)c3cccc(F)c3)ccc2OC[C@H]1C | 3.5
56 | Cc1noc(C)c1NC(=O)Nc1ccc2c(c1)C(=O)N([C@H](C)CO)C[C@H](C)[C@@H](CN(C)Cc1ccccc1)OCCCC[C@@H](C)O2 | -1.5
57 | CO[C@@H]1CN(C)C(=O)c2cccc(C#N)c2OCC[C@@H]2CC[C@@H](OC)[C@@H](CN(C)C(=O)[C@H]1C)O2 | -1.2
58 | C[C@H]1CN([C@@H](C)CO)C(=O)c2cc(NS(=O)(=O)c3cn(C)cn3)ccc2O[C@H]1CN(C)S(=O)(=O)c1cccs1 | -1.0
59 | CNC[C@@H]1Oc2c(NS(=O)(=O)c3cn(C)cn3)cccc2C(=O)N([C@@H](C)CO)C[C@@H]1C | -2.3
60 | CN(C)CC#Cc1ccc([C@H]2[C@H](CO)N3CCCCN(C(=O)Nc4ccccc4F)C[C@@H]23)cc1 | 4.3
61 | C[C@H](CO)N1C[C@H](C)[C@H](CN(C)C(=O)CN2CCOCC2)Oc2ncc(C#C[C@@H](C)O)cc2C1=O | 2.7
62 | COc1ccc(NC(=O)N(C)C[C@@H]2Oc3c(NS(=O)(=O)c4ccc(F)cc4)cccc3C(=O)N([C@H](C)CO)C[C@H]2C)cc1 | -4.0
63 | Cc1ccc(-c2cnc3c(c2)C(=O)N([C@H](C)CO)C[C@@H](C)[C@H](CN(C)C(=O)c2ccc(F)cc2)O3)cc1 | 3.3
64 | C[C@H](CO)N1C[C@H](C)[C@H](CN(C)C(=O)Nc2ccc(F)cc2)Oc2c(NC(=O)c3cnccn3)cccc2C1=O | 0.0
65 | CC(C)NC(=O)Nc1cccc2c1O[C@@H](CN(C)C(=O)Nc1cccc3ccccc13)[C@H](C)CN([C@H](C)CO)C2=O | -2.2
66 | CN1CCN(C(=O)C[C@@H]2CC[C@H]3[C@@H](COC[C@@H](O)CN3S(=O)(=O)c3cccc(F)c3)O2)CC1 | -6.1
67 | O=C(Nc1ccccc1)[C@H]1[C@H](CO)[C@H]2Cn3c(cccc3=O)[C@H]2N1C(=O)C1CCC1 | -1.0
68 | C[C@@H]1CN([C@H](C)CO)C(=O)c2cccc(NC(=O)c3ccncc3)c2O[C@@H]1CN(C)C(=O)Nc1ccc(C(F)(F)F)cc1 | 1.3
69 | C/C=C/c1cnc2c(c1)C(=O)N([C@H](C)CO)C[C@H](C)[C@H](CN(C)Cc1ccc3c(c1)OCO3)O2 | 5.0
70 | C[C@H]1CN([C@@H](C)CO)C(=O)c2cc(N(C)C)ccc2O[C@H]1CN(C)C | 1.2
71 | Cc1noc(C)c1NC(=O)Nc1ccc2c(c1)C(=O)N([C@@H](C)CO)C[C@H](C)[C@@H](CN(C)C(=O)Nc1ccc(C(F)(F)F)cc1)O2 | 0.1
72 | CN(C)C(=O)c1cccc(-c2ccc3c(c2)[C@H]2[C@H](CCN2Cc2ccccc2F)[C@@H](CO)N3)c1 | 15
73 | C[C@@H]1CN([C@@H](C)CO)C(=O)c2cc(C#CC3CCCC3)cnc2O[C@H]1CN(C)S(=O)(=O)c1cccc(F)c1 | 1.5
74 | COc1cccc(NC(=O)N(C)C[C@@H]2Oc3cc(C#Cc4ccc(F)cc4)ccc3S(=O)(=O)N([C@H](C)CO)C[C@H]2C)c1 | -9.1
75 | O=C(C[C@H]1CC[C@@H](NC(=O)c2ccccc2)[C@H](CO)O1)NCc1ccc(Oc2ccccc2)cc1 | -1.9
76 | C[C@H]1CN([C@@H](C)CO)C(=O)c2cc(C#Cc3ccccc3F)cnc2O[C@H]1CN(C)C(=O)C1CCOCC1 | 0.2
77 | C[C@@H]1CN([C@H](C)CO)C(=O)c2cccc(NC(=O)Nc3ccccc3)c2O[C@@H]1CN(C)S(=O)(=O)c1ccccc1 | -2.7
